NS5 inhibitors – flavivirus cap methylation enzyme inhibition – biochemical, confirmation dose response, primary screen (AID 588689); Dengue-2 NS5 methyltransferase capping enzyme assay, biochemical; higher % means a stronger effect; inhibition, % at 25 µM, or IC50 in µM where a hit was titrated; actives 0.3% (n = 340,000); in the data active = a potency from the dose series
HIV peptide binding – inhibitors of HIV fusion peptide binding, primary screen, biochemical, uHTS, fluorescence dequenching (AID 1986) | cell-free peptide binding, fluorescence dequenching, 30 min; higher % means a stronger effect | actives 0.3% (n = 290,000) | inhibition, % at 20 µM; hits with a dose series show IC50 in µM; in the data active = inhibition mostly above about 52%, no sharp cut-off; inactive = mostly below about 76%; note: some results filed as inactive read as strong as hits
NOD1 inhibition – NOD1 signaling inhibitors, primary screen, cell-based, luminescence, uHTS (AID 1578); NOD1-driven NF-kB luciferase reporter cells, luminescence; higher % means a stronger effect; actives 1% (n = 290,000); inhibition, % at 4 µM, or EC50 in µM where a hit was titrated; in the data active = inhibition mostly above about 36%, no sharp cut-off; inactive = mostly below about 34%;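 note: HEK-293T reporter cells stimulated with the NOD1 agonist gamma-tri-DAP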
West Nile virus CPE – inhibition of WNV-induced cytopathic effect – cell-based, CPE readout (AID 1621). West Nile virus-infected cells, CPE inhibition; higher % means a stronger effect. CPE inhibition, % at 10 µM; hits with a dose series show IC50 in µM. actives 0.02% (n = 290,000); in the data active = a potency from the dose series; note: strong numbers were not always called active
NOD2 inhibition – inhibition of NOD2-driven NF-kB reporter – cell-based, luminescence, uHTS, HEK293 (AID 1566). HEK293 NOD2/NF-kB luciferase reporter, luminescence; higher % means a stronger effect. inhibition, % at 4 µM, or EC50 in µM where a hit was titrated. actives 0.63% (n = 290,000); note: many of its hits are not listed in these tables
KOR beta-arrestin-1 – kappa opioid receptor blockers – cell-based, luminescence, uHTS (AID 1778). KOR beta-arrestin recruitment, luminescence, antagonist mode; higher % means a stronger effect. inhibition, % at 10 µM; hits with a dose series show IC50 in µM. actives 0.091% (n = 290,000); note: strong numbers were not always called active
AID2073 – inhibitors of Mint1-CaV2.2 protein interaction, biochemical, HTRF (AID 2073); one-dose inhibition, % at 20 µM; IC50 in µM for titrated hits; HTRF protein-protein interaction, Mint1-CaV2.2; higher % means a stronger effect; actives 0.19% (n = 290,000); in the data active = inhibition mostly above about 51%, no sharp cut-off; note: some results filed as inactive read as strong as hits
Yfh1-depleted yeast – mitochondrial function rescue without frataxin homolog – Friedreich's ataxia, plus single-dose screen, dose response (AID 1465); actives 0.074% (n = 220,000); S. cerevisiae Yfh1-off respiration, WST-1 reduction, 72 h; higher fold induction means a stronger effect; one-dose fold induction at 50 µM; EC50 in µM for titrated hits;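 active = fold induction of absorbance versus untreated yeast above a set limit, then at least 30% activation at any dose in follow-up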;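 note: activators that raise dye reduction in frataxin-depleted yeast; strong numbers were not always called active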
KOR beta-arrestin-2 – kappa opioid receptor activators – cell-based, luminescence, uHTS, primary screen (AID 1777); KOR beta-arrestin recruitment, luminescence; higher % means a stronger effect; activation, % at 10 µM; hits with a dose series show EC50 in µM; actives 0.02% (n = 280,000); in the data active = activation above about 50%, passing the limit was not always enough; note: a part of the inactive calls stands beside numbers as strong as those of hits
NS5 inhibitors pilot replicate – second read-out of NS5 inhibitors, no call of its own (marks repeat the call); inhibition, %; measured here: pilot screen replicate inhibition
Starred values were filed as active, the others as inactive; i = inactive; / = no result given; [ ] = another dose, or the depositor's remark. Cut-off read from the data, not from the text of the source, unless noted: active = inhibition above about 50%; inactive = the rest. A portion of the library; count on the stated rates, not on these rows.

SMILES | NS5 inhibitors | HIV peptide binding | NOD1 inhibition | West Nile virus CPE | NOD2 inhibition | KOR beta-arrestin-1 | AID2073 | Yfh1-depleted yeast | KOR beta-arrestin-2 | others
Cc1ccc(C(=O)NC2CCCc3ccccc32)cc1[N+](=O)[O-] (configuration not stated) | 1.5% | 0.1% | 5.9% | 1.1% | 4.7% | -23.3% | -0.9% | / | 5.9%
Cc1ccc(CNC(=O)c2ccc(N3CCCC3=O)cc2)cc1 | -4.8% | -2.8% | -46.5% | 0.7% | -3.5% | 1.8% | 1.7% | i | 1.7%
Fc1cccc(C2NC(=S)NC3=C2N2CCC3CC2)c1 (configuration not stated) | -2.0% | -5.4% | / | 0.5% | 20.5% | -16.1% | -40.7% | i | 1.4%
CCC(=O)N1CCc2cc(S(=O)(=O)NCCC(=O)N3CCc4ccccc4C3)ccc21 | -2.6% | -4.0% | 15.1% | -0.6% | 10.9% | 19.5% | -4.7% | i | 0.0%
Cc1ccc(OCCSc2ncnc3sc(C)c(C)c23)cc1C | 0.0% | -0.5% | -3.1% | / | 17.7% | 2.4% | 4.9% | / | -1.7%
Cc1ccc(-c2cccc(C3CC=CC4C3C(=O)N(Cc3ccccc3)C4c3cc(C)ccc3F)c2)cc1 (configuration not stated) | -5.5% | 2.4% | 3.5% | 1.0% | 0.9% | 0.9% | 33.3% | i | -3.3%
Cc1cc(C(=O)CN2CCCCC2)c(C)n1-c1ccc(F)cc1 | -2.2% | 3.2% | -38.4% | -0.3% | -23.5% | 0.7% | -0.7% | i | 5.7%
O=c1n(Cc2ccccc2Cl)c2sc3c(c2c2ncnn12)CCCC3 | 0.0% | -0.8% | -1.4% | / | 24.9% | -9.4% | -11.6% | / | 8.3%
Cn1c(SCCOc2ccc(F)cc2)nnc1-c1ccncc1 | -5.3% | -0.2% | -1.5% | 0.2% | 8.9% | 15.7% | 5.0% | i | 0.3%
CC1CCCC(=C\c2ccccc2)/C1=N/O (configuration not stated) | -1.4% | -1.8% | -14.4% | 0.3% | 0.1% | -2.5% | -5.2% | i | -2.7%
CC(=O)c1cccc(N(C(=O)CNC(=O)c2cccs2)C(C(=O)NCC2CCCO2)c2ccccc2)c1 (configuration not stated) | -5.5% | -0.5% | -27.1% | -0.3% | -19.9% | -26.1% | 6.1% | / | 4.1%
COC(=O)COc1ccc(NC(=O)C(c2ccccc2)c2ccccc2)cc1 | -6.8% | -3.0% | 37.6% | -0.2% | -11.1% | 36.7%[20 µM] | 19.6% | / | -5.0%
CCn1c(C(=O)N2CCC(C(=O)NCc3cccs3)CC2)cc2sccc21 | 1.4% | -1.7% | -3.4% | -0.1% | -16.0% | 6.5% | -5.9% | i | -3.1%
O=C(Nc1cccc(F)c1)N1CCN(C/C=C/c2ccccc2)CC1 | -4.9% | 0.3% | 9.2% | -0.6% | 6.8% | 10.1% | -5.7% | i | 0.8%
CCCC1(C(=O)OCC)NC(c2ccc(O)cc2)C2C(=O)N(c3cccc(C(C)=O)c3)C(=O)C21 (configuration not stated) | -1.3% | -1.4% | 0.4% | -0.1% | 13.0% | -6.3%[20 µM] | 11.5% | / | -6.6% | NS5 inhibitors pilot replicate=4.5
COc1ccc(N2CCN(C(=O)CN(C)S(=O)(=O)c3cnc[nH]3)CC2)cc1 | -1.9% | 0.7% | -36.7% | 0.0% | 0.8% | 29.5% | -0.1% | i | -0.1%
COc1ccccc1NS(=O)(=O)c1ccc(Br)s1 | -8.4% | 1.2% | -20.4% | 1.0% | 3.2% | 10.6% | 7.5% | i | -4.8%
FC(F)(F)c1nc(-c2cccs2)ncc1-c1nnnn1-c1ccc(Cl)cc1 | 1.6% | -0.4% | 36.6% | 0.9% | 21.8% | -23.4% | 5.9% | i | 4.4%
CCNC(=O)C12CCC(C)(C(=O)C1Br)C2(C)C (configuration not stated) | -3.3% | -3.9% | 40.2% | 0.3% | 9.6% | -24.3% | 0.5% | i | 1.6%
CC(C)OCCCNS(=O)(=O)c1ccc2c(c1)oc(=O)n2C | -3.5% | 1.1% | 14.1% | -0.1% | 18.0% | -19.2% | 8.5% | i | -5.5%
COC(=O)c1csc2c(C(F)(F)F)cc(N3CCN(C(=O)Nc4ccccc4)CC3)nc12 | 4.6% | 1.9% | -14.0% | 0.5% | -10.9% | -52.1% | 51.1% | i | 5.6%
O=C(NNC(=O)C1C2CCC(C2)C1C(=O)O)c1ccc(Cl)cc1 (configuration not stated) | 0.7% | -0.5% | -17.0% | -0.6% | -16.5% | 13.0%[20 µM] | -4.1% | i | -6.5%
CC(C)CC(=O)NC(=S)Nc1ccc(F)cc1F | -1.8% | -2.0% | 26.6% | -1.2% | -6.0% | -0.1%[20 µM] | 9.1% | i | 2.2%
COc1ccc(N2CC(C(=O)N3CCN(c4ccccc4OC)CC3)CC2=O)cc1 (configuration not stated) | 1.8% | -0.5% | 25.9% | -0.6% | 12.7% | 31.1% | 4.2% | / | -1.6%
COc1cc(CC(=O)O)c(C(C)=O)cc1OC | -3.2% | 0.0% | 6.9% | 0.4% | 17.2% | -0.6% | 3.0% | i | -3.2%

The list goes on, starting with the last five of the part before.
SMILES | NS5 inhibitors | HIV peptide binding | NOD1 inhibition | West Nile virus CPE | NOD2 inhibition | KOR beta-arrestin-1 | AID2073 | Yfh1-depleted yeast | KOR beta-arrestin-2 | others
COC(=O)c1csc2c(C(F)(F)F)cc(N3CCN(C(=O)Nc4ccccc4)CC3)nc12 | 4.6% | 1.9% | -14.0% | 0.5% | -10.9% | -52.1% | 51.1% | i | 5.6%
O=C(NNC(=O)C1C2CCC(C2)C1C(=O)O)c1ccc(Cl)cc1 (configuration not stated) | 0.7% | -0.5% | -17.0% | -0.6% | -16.5% | 13.0%[20 µM] | -4.1% | i | -6.5%
CC(C)CC(=O)NC(=S)Nc1ccc(F)cc1F | -1.8% | -2.0% | 26.6% | -1.2% | -6.0% | -0.1%[20 µM] | 9.1% | i | 2.2%
COc1ccc(N2CC(C(=O)N3CCN(c4ccccc4OC)CC3)CC2=O)cc1 (configuration not stated) | 1.8% | -0.5% | 25.9% | -0.6% | 12.7% | 31.1% | 4.2% | / | -1.6%
COc1cc(CC(=O)O)c(C(C)=O)cc1OC | -3.2% | 0.0% | 6.9% | 0.4% | 17.2% | -0.6% | 3.0% | i | -3.2%
O=[N+]([O-])c1cc(-c2ncccn2)cs1 | / | 40.6% | -35.9% | -0.2% | 2.6% | -26.6% | -2.6% | i | -0.7%
CC(/C=N/n1c(-c2ccccn2)n[nH]c1=S)=C\c1ccccc1 | / | -4.0% | -9.3% | -0.2% | 3.9% | 18.7% | -37.3% | i | 1.2%
O=C(CNS(=O)(=O)c1ccc(Br)cc1)N1CCN(c2ccc(F)cc2)CC1 | -2.0% | 1.7% | -11.3% | 0.4% | 17.7% | -20.1% | 7.5% | i | -2.5%
COc1ccccc1-c1nc(SCc2ccccn2)n[nH]1 | -1.6% | 0.9% | -47.0% | 0.2% | -21.2% | -22.9% | -11.3% | i | 1.9%
CC(=O)Nc1ccc(S(=O)(=O)Nc2nc3ccccc3nc2Nc2ccc(O)cc2)cc1 | -0.8% | 6.1% | 5.9% | 0.4% | 23.7% | 9.6% | 4.3% | i | 2.8%
CC(CNCC1CCCO1)COc1ccccc1 (configuration not stated) | -2.4% | 2.8% | -7.3% | -0.1% | 3.1% | 16.1% | 11.5% | i | -3.9%
Cc1nc(SCC(=O)NC(=O)NC(C)C)nc(C)c1C | -16.6% | 0.8% | -17.7% | 0.0% | 14.3% | -1.9% | -14.2% | i | -1.6%
O=C(NC1(C(F)(F)F)Oc2ccccc2O1)N1CCCC1 | -4.8% | -1.8% | / | 0.3% | 14.7% | 15.4% | -20.6% | i | -0.9%
CCCCCn1c(=O)[nH]c2cc(C(=O)O)ccc2c1=O | 3.2% | -0.4% | 20.8% | 0.2% | -5.8% | -41.5% | 3.2% | i | -0.4%
O=C(CC1C(=O)NCCN1Cc1cccc(Oc2ccccc2)c1)NCC1CCOCC1 (configuration not stated) | 23.0% | 1.1% | -15.6% | -0.4% | 16.2% | -2.9%[20 µM] | -4.0% | i | -8.7%
COCCNC(=O)c1cc(-c2ccc3c(c2)OCO3)on1 | -6.5% | -1.6% | -91.5% | / | -53.8% | 4.3% | 18.4% | / | -2.8%
COc1ccc(CCNC(=O)C2CC3Cn4c(nc5cc(C)c(C)cc54)C3N2C)cc1 (configuration not stated) | -6.3% | 0.9% | -12.0% | -0.7% | 4.8% | -23.8% | -11.7% | i | 6.9%
Cc1cc2ccccc2c(=O)n1CC(=O)NCC(=O)N(C)Cc1ccccc1 | 0.0% | 0.3% | -26.2% | 0.2% | 6.1% | -0.3% | -3.2% | i | 0.6%
COC(=O)CN1C(=O)N/C(=C/c2ccc(OC)cc2)C1=O | 1.5% | -0.8% | -34.3% | 0.0% | -0.2% | -27.8% | -5.5% | i | 1.1%
Cc1cccc(NC(=O)CCc2ccccc2)c1C | 6.6% | 2.1% | -2.7% | -0.6% | 35.0% | -5.8% | -4.2% | / | 4.3%
C=CCn1c(COc2ccc(CC)cc2)nnc1SCC(=O)NC1CCS(=O)(=O)C1 (configuration not stated) | 1.1% | -0.9% | -6.2% | -0.1% | 12.9% | -18.5% | 3.5% | i | -1.1%
COc1ccc(Cc2nnc(SC)[nH]c2=O)cc1 | 8.9% | 1.5% | -15.6% | -0.2% | -4.6% | -6.9% | 10.6% | i | 6.1%
O=c1cc(O)c2ccccc2n1Cc1ccccc1Cl | -6.7% | 4.3% | -25.9% | 0.1% | 10.7% | -12.2% | 19.6% | i | -6.1%
CCOc1ccccc1NC(=O)C1(S(=O)(=O)c2ccc(Cl)cc2)CC1 | 7.3% | 0.2% | -25.6% | -1.1% | 7.9% | -4.2% | 9.4% | / | -1.5%
c1nnc2c3c4c(sc3ncn12)CCC4 | -0.7% | 0.5% | 2.4% | 0.4% | -1.3% | -23.3% | -10.9% | i | 0.6%
CCOC(=O)COc1ccc2c(c1)C(=O)CC1(CCN(C(C)=O)CC1)O2 | -4.1% | 1.7% | 8.6% | 0.5% | 8.8% | 7.4% | 33.7% | i | -4.3%
COc1cccc(C(=O)CSc2nc3ccccc3n2CC(=O)N(C(C)C)C(C)C)c1 | -1.1% | 4.7% | 1.6% | 0.1% | 9.4% | / | 8.1% | i | /
COc1ccc(/C=C/C(=O)OCCCN(C)C)cc1 | -5.4% | -0.9% | -25.4% | -0.1% | 12.5% | -62.7%[20 µM] | -7.4% | i | -2.2%
COc1ccc(N2Cc3ccccc3C2=NC(=O)c2ccc(C)cc2)cc1OC | 3.8% | -0.8% | -21.4% | -0.2% | 7.6% | 15.1% | 27.2% | i | -3.7%
CC(=O)c1ccccc1C(=O)N1CCCC(CNC(=O)c2ccccc2Cl)C1 (configuration not stated) | -6.1% | 1.5% | -21.4% | -0.2% | 2.4% | -52.9% | -1.5% | / | -0.5%

Fetched by structure from the list above (2):
SMILES | NS5 inhibitors | HIV peptide binding | NOD1 inhibition | West Nile virus CPE | NOD2 inhibition | KOR beta-arrestin-1 | AID2073 | Yfh1-depleted yeast | KOR beta-arrestin-2 | others
COCCNC(=O)c1cc(-c2ccc3c(c2)OCO3)on1 | -6.5% | -1.6% | -91.5% | / | -53.8% | 4.3% | 18.4% | / | -2.8%
CCOc1ccccc1NC(=O)C1(S(=O)(=O)c2ccc(Cl)cc2)CC1 | 7.3% | 0.2% | -25.6% | -1.1% | 7.9% | -4.2% | 9.4% | / | -1.5%
